GLP-1R inv ag = GLP-1 receptor (human) inverse agonism | P43220 | hit rate 1.6% among 410,000 | HEK293 GLP-1R CRE-luciferase, luminescence, 24 h; GLP-1R form is constitutively active | Potency, µM (series often up to 38.3 µM), for inactives: at the top dose activity change, negative = inhibition, actives largely listed as inhibitors; also: potency is read from the fitted curve at half-maximal effect; % is scaled to controls: 0 for no effect and ±100 for the full control effect; nearly all actives have a fitted effect of over 55% in size
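Readout was luciferase luminescence, measured 12 min after detection reagent at room temperature. Beforehand, GLP-1R reporter HEK293 cells had sat 12 h, then received compounds for 24 hr at 37 deg C.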
GLP1R ag = GLP-1 receptor (human) agonism; HEK293 GLP-1R CRE-luciferase, luminescence, 4-6 h; cells express a hypersensitive GLP-1R form; P43220; Potency, µM (highest dose often 45.6 µM), for the others: top-dose activation, hits mostly activators; hit rate 0.007% among 380,000; also: potency is read from the fitted curve at half-maximal effect; % of control where 0% means no effect
PTHR1 ag = agonists of human PTHR1 parathyroid hormone receptor; Potency, µM (highest dose often 115 µM), for the others: at the top dose activation, usual class: activators; Q03431; AID 743266; HEK293 GP2 PTHR1 cells, GloSensor cAMP luminescence, 1 h; hit rate 0.075% among 410,000; also: potency is read from the fitted curve at half-maximal effect; nearly all actives have a fitted effect of over 55% in size; some results filed as inactive show a strong effect at the top dose; inactives centre near -15; many of its hits are not listed in these tables
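HEK-293-derived GP2 cells expressing PTHR1 and a GloSensor cAMP reporter, 3,000/well, plated overnight, given luciferin plus IBMX (each 0.5 mM as added) for 1 h at 37 °C, then compound for 1 h at 37 °C. Luminescence was read after 15 min at room temperature.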
GLP1R cytotox = cytotoxicity counter-screen for GLP-1 receptor inverse agonists. hit rate 0.13% among 410,000. HEK293 cAMP-luciferase reporter cells, luminescence, 24 h. Potency, µM (series often up to 38.3 µM), inactives show at the highest dose activity change, negative = inhibition, most hits filed as inhibitors. AID 624418;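 also: loss of luciferase light is scored as toxicity; potency is read from the fitted curve at half-maximal effect; % is scaled to controls: 0 for no effect and ±100 for the full control effect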
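Compound-treated cells are incubated 24 hr at 37 deg C under 5% CO2 after a 12 hour attachment period, then luciferase detection reagent is added and luminescence is measured following 12 min at room temperature; lowered signal indicates toxicity.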
EPAC1 antag = EPAC1 (human) antagonism; O95398; EPAC1 GEF assay, Rap1b-BODIPY-GDP exchange fluorescence; Potency, µM (highest dose often 115 µM), for the others: top-dose activity change, negative = inhibition, actives largely listed as inhibitors; hit rate 0.14% among 360,000;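 also: potency is read from the fitted curve at half-maximal effect; plate controls were vehicle for no effect and positive control for full effect; nearly all actives have a fitted effect of over 50% in size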
Target sequence (O95398 whole entry, looked up): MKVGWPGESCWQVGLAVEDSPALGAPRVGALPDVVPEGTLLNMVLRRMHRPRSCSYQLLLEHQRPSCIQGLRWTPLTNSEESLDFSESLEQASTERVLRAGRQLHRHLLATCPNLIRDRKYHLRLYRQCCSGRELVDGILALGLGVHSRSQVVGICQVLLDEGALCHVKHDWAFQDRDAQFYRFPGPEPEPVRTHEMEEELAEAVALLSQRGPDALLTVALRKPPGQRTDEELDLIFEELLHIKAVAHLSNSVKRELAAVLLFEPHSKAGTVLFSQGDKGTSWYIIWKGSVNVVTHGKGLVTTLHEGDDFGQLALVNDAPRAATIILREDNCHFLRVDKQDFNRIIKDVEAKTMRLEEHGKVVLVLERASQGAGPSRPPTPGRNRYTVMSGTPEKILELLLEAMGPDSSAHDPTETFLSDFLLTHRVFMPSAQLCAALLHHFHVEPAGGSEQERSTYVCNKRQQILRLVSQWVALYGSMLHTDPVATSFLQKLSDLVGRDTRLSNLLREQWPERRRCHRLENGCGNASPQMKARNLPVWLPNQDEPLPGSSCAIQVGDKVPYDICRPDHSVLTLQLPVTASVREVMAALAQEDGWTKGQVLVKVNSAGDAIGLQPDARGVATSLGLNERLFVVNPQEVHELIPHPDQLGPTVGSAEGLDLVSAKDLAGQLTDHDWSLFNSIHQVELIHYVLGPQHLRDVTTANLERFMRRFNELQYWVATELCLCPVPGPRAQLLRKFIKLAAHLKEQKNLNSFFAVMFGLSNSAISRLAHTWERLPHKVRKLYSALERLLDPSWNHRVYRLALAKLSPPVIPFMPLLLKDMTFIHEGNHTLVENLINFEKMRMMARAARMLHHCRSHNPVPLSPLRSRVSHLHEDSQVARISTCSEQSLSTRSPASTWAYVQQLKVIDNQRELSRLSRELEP
EPAC1 ag = activates human EPAC1 exchange factor; EPAC1 agonist qHTS, biochemical assay; response scale: 100% = response to 6.5 mM cAMP; Potency, µM (highest dose often 154 µM), without a hit: top-dose activation, actives largely listed as activators; hit rate 0.073% among 360,000; O95398; AID 720707; also: potency is read from the fitted curve at half-maximal effect; nearly all actives have a fitted effect of over 60% in size
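Nucleotide exchange by EPAC1 (100 nM) on Rap1B–BODIPY-GDP (250 nM) in the presence of 50 uM GDP is tracked fluorescently at 480/540 nm over 30 min. Signals are normalized to a 6.5 mM cAMP control.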
PLK1 PBD inh = inhibitors of human PLK1 polo-box domain binding; P53350; Plk1 PBD binding of FITC phosphopeptide, fluorescence polarization; Potency, µM, without a hit: max response, negative = inhibition, usual class: inhibitors; hit rate 2.8% among 360,000; also: potency is read from the fitted curve at half-maximal effect; series mostly up to about 57 µM; % is scaled to controls: 0 for no effect and ±100 for the full control effect; nearly all actives have a fitted effect of over 65% in size
IL2 activator = IL-2 activation; IL-2 activation reporter assay, cell-based qHTS; stimulated with anti-CD3/CD4/CD28 beads; in transgenic mouse T cells; activation, % (series mostly up to about 46 µM); hit rate 0.065% among 360,000; AID 652025; in the data active = activation above about 50%; inconclusive = mostly about 30% to 49%; also: 0% is about no effect
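Unstimulated transgenic mouse T cells preincubated 60 min with compound, then stimulated with anti-CD3/anti-CD4-coated beads plus anti-CD28 for 18 h at 37 degrees C. IL-2 response read as EGFP and DsRed fluorescence by plate cytometry.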
PI5P4Ka inh = blocks human PI5P4K alpha kinase activity; hit rate 1.2% among 330,000; max response, %; AID 652105; P48426; PI5P4Kalpha enzyme, ADP-Glo luminescence, 60 min; hits give low values; active = max response of -50% or lower; inconclusive = between -30% and -50%; inactive = -30% or higher; also: value at the top dose of about 77 µM; % is scaled to controls: 0 for no effect and ±100 for the full control effect
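Quantitative HTS of the MLSMR library against PI5P4Kalpha with substrate. ATP added last at 5 microM final; room temperature, 60 minutes. Remaining ATP depleted, ADP converted and read as luminescence.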
* = called active by the depositor; i = inactive; ? = inconclusive; [ ] = dose if it differs, or a comment. Unless noted, calls follow the shape of the dose curve; as a rule, active = well fitted curve in the direction sought with a large enough effect; inconclusive = small, poorly fitted or top-dose-only effect, or another doubt; inactive = no such curve, though single readings can be large; an effect the other way counts as inactive or inconclusive. These rows are one share of the data; count on the stated rates, not on these rows.

Start of the data: the first eleven records as a preview:
SMILES	GLP-1R inv ag	GLP1R ag	PTHR1 ag	GLP1R cytotox	EPAC1 antag	EPAC1 ag	PLK1 PBD inh	IL2 activator	PI5P4Ka inh
Cc1ccc(S(=O)(=O)NCc2nc(-c3ccccc3)no2)cc1	-2.8%	-3.2%	i	-6.7%	7.8%	-1.8%	-3.8%	0.7	-0.3
N#Cc1ccc[n+](CC(=O)c2ccc(NC(=O)c3ccccc3)cc2)c1	4.3%	-1.3%	i	4.0%	12.9%	1.2%	-5.6%	-2.0	-11.8
Cc1ccc2c(c1)N(C(=O)CCC(=O)N1CCN(c3cccc(C)c3C)CC1)CCO2	?	5.2%	i	-4.4%	10.3%	11.2%	-12.0%	-4.3	15.8
Cn1cnnc1SC/C(O)=C(\C#N)c1nc2ccccc2[nH]1	8.4%	-3.9%	i	1.6%	1.8%	1.9%	?	-1.5	-19.1
COc1cc(C(=O)OC2CSCC2NC(=O)c2ccccc2)cc(OC)c1OC (configuration not stated)	4.9%	17.9%	-4.0%	-6.3%	-28.1%	5.1%	-0.5%	5.0	4.3
Cc1ccc(OCCC(=O)OCC(=O)N2CCN(S(=O)(=O)c3ccc(C)cc3C)CC2)cc1	-10.8%	-4.7%	-37.9%[inhibitor]	-3.5%	4.6%	8.6%	1.2%	0.1	20.6
CSCCC(NC(=O)c1ccccc1)C(=O)N1CCN(C(c2ccccc2)c2ccccc2)CC1 (configuration not stated)	?	-15.1%	-17.2%	-0.5%	?	11.7%	-11.7%	-0.6	-0.1
COc1ccc(N2CCN(CCNC(=O)CCC(=O)NNc3nc4ccccc4c4nc(C)nn34)CC2)cc1	3.2%	-1.8%	i	-1.3%	-4.0%	2.8%	-10.9%	-0.9	0.8
OC(C#Cc1ccccn1)c1cccs1 (configuration not stated)	?	-6.8%	-9.4%[57.5 µM]	?	0.2%	1.3%	29.9µM*	-0.5	-5.9
CCOc1cc(C)c(C(C)C)cc1S(=O)(=O)n1cnc(C)c1	?	26.6%	-19.3%	-26.0%	-11.3%	2.7%	-11.7%	-0.1	1.0
COCCNc1nc2cc(-c3ccccc3OC)sc2c(=O)n1C	0.9%	9.6%	i	4.8%	-5.9%	3.4%	-6.0%	-0.5	3.0

Results, from the first entry:
SMILES	GLP-1R inv ag	GLP1R ag	PTHR1 ag	GLP1R cytotox	EPAC1 antag	EPAC1 ag	PLK1 PBD inh	IL2 activator	PI5P4Ka inh
Cc1ccc(S(=O)(=O)NCc2nc(-c3ccccc3)no2)cc1	-2.8%	-3.2%	i	-6.7%	7.8%	-1.8%	-3.8%	0.7	-0.3
N#Cc1ccc[n+](CC(=O)c2ccc(NC(=O)c3ccccc3)cc2)c1	4.3%	-1.3%	i	4.0%	12.9%	1.2%	-5.6%	-2.0	-11.8
Cc1ccc2c(c1)N(C(=O)CCC(=O)N1CCN(c3cccc(C)c3C)CC1)CCO2	?	5.2%	i	-4.4%	10.3%	11.2%	-12.0%	-4.3	15.8
Cn1cnnc1SC/C(O)=C(\C#N)c1nc2ccccc2[nH]1	8.4%	-3.9%	i	1.6%	1.8%	1.9%	?	-1.5	-19.1
COc1cc(C(=O)OC2CSCC2NC(=O)c2ccccc2)cc(OC)c1OC (configuration not stated)	4.9%	17.9%	-4.0%	-6.3%	-28.1%	5.1%	-0.5%	5.0	4.3
Cc1ccc(OCCC(=O)OCC(=O)N2CCN(S(=O)(=O)c3ccc(C)cc3C)CC2)cc1	-10.8%	-4.7%	-37.9%[inhibitor]	-3.5%	4.6%	8.6%	1.2%	0.1	20.6
CSCCC(NC(=O)c1ccccc1)C(=O)N1CCN(C(c2ccccc2)c2ccccc2)CC1 (configuration not stated)	?	-15.1%	-17.2%	-0.5%	?	11.7%	-11.7%	-0.6	-0.1
COc1ccc(N2CCN(CCNC(=O)CCC(=O)NNc3nc4ccccc4c4nc(C)nn34)CC2)cc1	3.2%	-1.8%	i	-1.3%	-4.0%	2.8%	-10.9%	-0.9	0.8
OC(C#Cc1ccccn1)c1cccs1 (configuration not stated)	?	-6.8%	-9.4%[57.5 µM]	?	0.2%	1.3%	29.9µM*	-0.5	-5.9
CCOc1cc(C)c(C(C)C)cc1S(=O)(=O)n1cnc(C)c1	?	26.6%	-19.3%	-26.0%	-11.3%	2.7%	-11.7%	-0.1	1.0
COCCNc1nc2cc(-c3ccccc3OC)sc2c(=O)n1C	0.9%	9.6%	i	4.8%	-5.9%	3.4%	-6.0%	-0.5	3.0
COc1ccc(C(=O)c2ccc(Br)cc2)c2ccccc12	?	0.4%	-11.9%	-8.0%	2.0%	1.8%	3.7%	-0.6	11.7
COC(=O)c1c(O)cc(=O)n2c1CCCCC2	17.4%	-2.9%	i	-6.5%	-2.5%	-13.3%	-25.1%	-0.7	-5.3
CSc1ccc(/C=C/C(=O)OCC(=O)N(C)CCC#N)cc1	10.9%	8.7%	i	-3.1%	-7.6%	-2.8%	-10.4%	-0.6	1.9
Cn1cnc(C(=O)N2CCN(c3ccccc3)CC2)c1C(=O)N1CCN(c2ccccc2)CC1	13.3%	2.2%	-12.3%	-25.1%	?	-3.7%	?	0.3	-5.5
c1ccc(N2CCOCCOCCOCCOCCOCC2)cc1	-0.9%[0.307 µM]	-2.3%	-31.4%	-1.5%[0.307 µM]	-1.4%	3.8%	-9.2%	3.2	-2.8
CSc1ncccc1C(=O)N1CCN(S(=O)(=O)c2ccc3ccccc3c2)CC1	-19.5%	10.1%	-5.1%	0.4%	-15.2%	8.2%	-12.4%	0.9	2.1
Cc1nnc(NC(=O)c2sc3ccccc3c2Cl)s1	?	-14.5%	-32.1%[inhibitor]	7.9%	-0.1%	3.5%	-14.1%	2.1	-15.1
COc1ccc(-c2nc(CS(=O)CC(=O)NCc3ccc(F)cc3)c(C)o2)cc1 (configuration not stated)	-21.7%	5.4%	-24.5%	-16.5%	-11.8%	-3.7%	-23.6%	-3.9	-0.6
Cc1cccc(-n2c(-c3ccncc3)n[nH]c2=S)c1C	12.1%	-7.2%	i	-9.7%	-5.9%	-5.1%	-3.3%	-0.6	-1.7
CCOC(=O)N1CCN(CC(O)COCc2ccc(Cl)cc2)CC1 (configuration not stated)	-13.1%	-10.6%	i	-11.5%	-6.2%	-2.0%	2.4%	1.0	-2.5
Cc1nn(CC2CC2)c(=O)n1-c1ccc(F)cc1	1.7%	-0.2%	-22.7%	-14.5%	5.8%	2.3%	-1.2%	1.2	-8.0
COc1cccc(N(CC(=O)Nc2cccnc2)S(C)(=O)=O)c1	3.8%	11.6%	i	3.4%	-2.5%	-6.6%	3.6%	0.4	-4.2
COc1ccc(NC(=O)N2CCCCCC2)cc1	9.9%	3.7%	i	-7.6%	-4.8%	7.9%	-11.8%	-0.8	3.1

Compound profiles, from the list above:
`CSc1ncccc1C(=O)N1CCN(S(=O)(=O)c2ccc3ccccc3c2)CC1` across the screens: GLP-1R inv ag: -19.5%; GLP1R ag: 10.1%; PTHR1 ag: -5.1%; GLP1R cytotox: 0.4%; EPAC1 antag: -15.2%; EPAC1 ag: 8.2%; PLK1 PBD inh: -12.4%; IL2 activator: 0.9; PI5P4Ka inh: 2.1
`Cc1cccc(-n2c(-c3ccncc3)n[nH]c2=S)c1C` across the screens: GLP-1R inv ag: 12.1%; GLP1R ag: -7.2%; PTHR1 ag: i; GLP1R cytotox: -9.7%; EPAC1 antag: -5.9%; EPAC1 ag: -5.1%; PLK1 PBD inh: -3.3%; IL2 activator: -0.6; PI5P4Ka inh: -1.7

Bioassay records (PubChem BioAssay)
